From PubChem
TEAD-YAP inh: TEAD-YAP interaction inhibition, primary screen, TEAD-YAP interaction inhibitor project, luminescence, HEK-TIYL cells; TEAD-Gal4/YAP UAS-luciferase luminescence; inhibition, % at 9.12 µM; 1.4% of 640,000 active; AID 1259422, 2018; in the data active = inhibition above about 32%;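 note: 0% = median of test compound wells and 100% = reference inhibitor wells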
MITF primary: MITF inhibitors, primary screen, biochemical, AlphaScreen, human | 0.91% of 650,000 active | Microphthalmia-associated transcription factor (Homo sapiens), O75030 | inhibition, % at 2.6 µM | AlphaScreen MITF homodimerization, bead proximity signal; in the data active = inhibition above about 50%;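 note: 0% = vehicle wells with protein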
Target sequence (O75030 whole entry, looked up): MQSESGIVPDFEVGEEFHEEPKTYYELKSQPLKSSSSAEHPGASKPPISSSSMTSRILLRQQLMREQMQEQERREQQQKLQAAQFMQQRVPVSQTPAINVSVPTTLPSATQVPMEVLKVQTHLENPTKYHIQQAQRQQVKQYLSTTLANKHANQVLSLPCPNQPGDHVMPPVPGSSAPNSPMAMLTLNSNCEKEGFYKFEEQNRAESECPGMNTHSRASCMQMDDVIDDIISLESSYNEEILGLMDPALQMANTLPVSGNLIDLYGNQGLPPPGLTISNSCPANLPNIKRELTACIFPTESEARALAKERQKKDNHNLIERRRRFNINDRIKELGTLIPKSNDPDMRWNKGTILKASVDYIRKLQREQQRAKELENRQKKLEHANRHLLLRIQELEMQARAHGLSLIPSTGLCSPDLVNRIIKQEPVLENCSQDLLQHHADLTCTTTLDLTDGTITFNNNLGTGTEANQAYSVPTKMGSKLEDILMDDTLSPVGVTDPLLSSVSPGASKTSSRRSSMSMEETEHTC
GPR151 activ: activators of human GPR151, primary screen, cell-based, PathHunter beta-arrestin, luminescence. G-protein coupled receptor 151 (Homo sapiens), Q8TDV0. PathHunter beta-arrestin GPR151 cells. activation, % at 11.2 µM. 1% of 650,000 active. AID 1508602, 2020; in the data active = activation above about 4.9%;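 note: 0% = median of compound wells and 100% = cells with positive control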
Target sequence (Q8TDV0 whole entry, looked up): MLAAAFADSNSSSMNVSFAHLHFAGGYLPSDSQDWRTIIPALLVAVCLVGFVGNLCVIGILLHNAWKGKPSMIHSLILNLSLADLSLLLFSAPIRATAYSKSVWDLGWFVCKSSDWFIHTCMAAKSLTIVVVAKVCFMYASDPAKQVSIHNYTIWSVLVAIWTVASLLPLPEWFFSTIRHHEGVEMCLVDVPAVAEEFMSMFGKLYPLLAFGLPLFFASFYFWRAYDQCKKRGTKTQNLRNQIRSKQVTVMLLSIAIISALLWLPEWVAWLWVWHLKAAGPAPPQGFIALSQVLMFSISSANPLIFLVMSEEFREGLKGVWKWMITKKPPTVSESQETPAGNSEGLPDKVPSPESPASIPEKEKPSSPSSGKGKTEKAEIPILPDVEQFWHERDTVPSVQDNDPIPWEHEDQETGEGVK
FBW7 act: FBW7 E3 ligase activators, primary screen, biochemical, AlphaScreen, human; F-box/WD repeat-containing protein 7 (Homo sapiens), Q969H0; AlphaScreen FBW7–phospho-cyclin E peptide binding, activator screen; normalized activity (activation), % at 26.1 µM; 0.13% of 650,000 active; AID 1259310, 2017; in the data active = normalized activity above about 1.9%;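 note: purified mutant Fbw7 with reduced substrate affinity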
The depositor's hits bear a star; x = not tested or not shown.

nr	structure	TEAD-YAP inh	MITF primary
1	COC(=O)c1sccc1S(=O)(=O)NCc1nc(N2CCCC2)c2cccc(C)c2n1	-4	-6
2	CCn1nnnc1SCC(=O)Nc1cccc(NC(C)=O)c1	-8	-13
3	COc1ccc(-c2nc3c(c4c2C[C@H](c2ccccc2)OC4)CN(C(=O)C2CCCCC2)CC3)c(C)c1	x	-4
4	CC1CCCN(C(=O)/C=C/c2ccccc2)C1 (configuration not stated)	-66	-4
5	O=C(C1CC(=O)N(c2ccccc2)C1)N1CCN(C(=O)C2CC(=O)N(c3ccccc3)C2)CC1 (configuration not stated)	-12	3
6	CC1=CCC2C(=O)N(c3cc(C)on3)C(=O)C2C1 (configuration not stated)	0	9
7	COc1ccc(-c2nccc(NCCO)n2)cn1	-25	2
8	CCCNC(=O)/C=C/c1ccc2c(c1)OCO2	-21	0

nr	GPR151 activ	FBW7 act
1	-0.3	-0.1
2	-0.3	0.2
3	4.3	-0.2
4	-1.0	0.0
5	-1.5	0.0
6	-0.5	-0.1
7	0.3	0.1
8	-1.0	0.0

(further entries)
nr	structure	TEAD-YAP inh	MITF primary
9	CCn1nc(C(=O)Nc2cc(C)nn2-c2nc3ccccc3s2)cc1C	13	1
10	O=C(NCc1nnc2n1CCN(Cc1cc3ccccc3[nH]1)CC2)C1CCOC1 (configuration not stated)	1	10
11	O=C(Nc1cccc2ccccc12)c1cc2nc(-c3cccs3)cc(C(F)(F)F)n2n1	1	-6
12	COc1ccc(OC(C)C(=O)NCc2ccc(F)cc2)cc1 (configuration not stated)	13	7
13	O=C(CSc1ncn[nH]1)c1ccc(OC(F)F)cc1	3	6
14	CC(C)OC(=O)Nc1ccc2c(c1)N(C(N)=O)c1ccccc1CC2	3	-4
15	O=C1N[C@H](CO)C(=O)N2CCN(C(=O)c3ccc(F)cc3)C[C@H]12	0	19
16	COc1ccc(NC(=O)C(CC(=O)O)Cc2ccccc2)cc1 (configuration not stated)	3	-9

nr	GPR151 activ	FBW7 act
9	-0.2	-0.2
10	-0.5	0.0
11	-1.1	0.0
12	2.0	0.2
13	1.0	0.1
14	1.0	-0.1
15	-1.0	0.8
16	1.9	0.0

More entries follow.
nr	structure	TEAD-YAP inh	MITF primary
17	COc1cc(Nc2nc(-c3cccc(C)c3)nc3ccccc23)cc(OC)c1	9	4
18	CCc1ccc(OCC(=O)N/N=C/c2ccccc2)c([N+](=O)[O-])c1	8	-20
19	CC(C)(C)NC(=O)Cn1c(=S)[nH]c2ccccc21	3	-3
20	CCc1ccc(NC(=O)C2NC(=O)CC2c2ccccc2)cc1 (configuration not stated)	-2	6
21	CC(=O)c1ccc(N=Cc2c(C)[nH]n(-c3ccc(C)c(C)c3)c2=O)cc1	-15	2
22	CCCC1CCC(c2ccc(C(=O)Nn3c(-c4cccc([N+](=O)[O-])c4)nc4ccccc4c3=O)cc2)CC1 (configuration not stated)	0	4
23	COc1ccc([N+](=O)[O-])cc1NC(=O)COc1ccc(Cl)cc1Br	-4	-1
24	COc1cccc(C2C(C(N)=O)=C(C)Nc3nc(-c4ccccc4Cl)nn32)c1 (configuration not stated)	12	-7

nr	GPR151 activ	FBW7 act
17	-0.2	0.3
18	-0.1	-0.1
19	-0.3	0.0
20	1.4	0.0
21	-1.6	-0.2
22	0.4	0.0
23	3.8	0.0
24	0.5	0.1

(continued)
nr	structure	TEAD-YAP inh	MITF primary
25	CCN(CC)C(=O)C1CCCN(c2nccc(NCc3nc4ccccc4[nH]3)n2)C1 (configuration not stated)	-10	11
26	O=C(CSc1nnc(-c2ccco2)n1-c1ccccc1)N1CCCc2ccccc21	-6	6
27	Cc1ccc2ccc(S(=O)(=O)NCc3cccnc3)cc2c1	-6	-13
28	COc1ccc(S(=O)(=O)NCC(=O)Nc2cccc(C(F)(F)F)c2)cc1OC	-1	4
29	COc1ccccc1/C=N/N=C/c1ccccc1OC	3	11
30	COc1cc(/C=C2\N=C(c3ccc(C)c(C)c3)OC2=O)cc(Br)c1OC(C)=O	-4	7
31	CNC(=O)NC(=O)Cn1c(=O)oc2ccccc21	5	14
32	CN(C)CCOC(=O)c1cccc(Br)c1	-7	9

nr	GPR151 activ	FBW7 act
25	2.7	-0.2
26	0.8	0.2
27	0.5	-0.1
28	0.5	0.0
29	-0.3	0.1
30	0.0	0.4
31	-1.0	0.5
32	-0.3	0.4

Remaining list, next part:
nr	structure	TEAD-YAP inh	MITF primary
33	COc1ccc(NC(=O)CSc2nc3[nH]ncc3c(=O)n2-c2cccc3ccccc23)cc1OC	8	-1
34	COc1ccc(-c2cccc(C(=O)Nc3ccccc3)n2)cc1	-2	1
35	CC(CCc1ccccc1)NC(=O)CSc1nccc(=O)[nH]1 (configuration not stated)	2	-10
36	O=C(COc1ccc2c(c1)C(=O)CC2)NCc1ccncc1	-8	-2
37	Cc1c(Cl)cccc1NC(=O)c1sc2ncn(Cc3cccc(F)c3)c(=O)c2c1C	12	5
38	CC(C)Cn1c(=O)[nH]c2ncc(-c3ccco3)nc21	-17	21
39	C=CCn1c(SCC(=O)CC(=O)OCC)nc2cc(C(=O)NCc3ccco3)ccc2c1=O	14	-1
40	CCOC(=O)c1sc(NC(C)=O)nc1-c1ccccc1	5	3

nr	GPR151 activ	FBW7 act
33	-0.8	0.0
34	1.0	0.1
35	-1.2	0.0
36	0.2	-0.1
37	-0.4	0.0
38	0.4	-0.1
39	1.1	0.0
40	-0.2	0.1

Of the compounds above, these have fluorine:
nr	structure	TEAD-YAP inh	MITF primary
11	O=C(Nc1cccc2ccccc12)c1cc2nc(-c3cccs3)cc(C(F)(F)F)n2n1	1	-6
12	COc1ccc(OC(C)C(=O)NCc2ccc(F)cc2)cc1 (configuration not stated)	13	7
13	O=C(CSc1ncn[nH]1)c1ccc(OC(F)F)cc1	3	6
15	O=C1N[C@H](CO)C(=O)N2CCN(C(=O)c3ccc(F)cc3)C[C@H]12	0	19
28	COc1ccc(S(=O)(=O)NCC(=O)Nc2cccc(C(F)(F)F)c2)cc1OC	-1	4
37	Cc1c(Cl)cccc1NC(=O)c1sc2ncn(Cc3cccc(F)c3)c(=O)c2c1C	12	5

nr	GPR151 activ	FBW7 act
11	-1.1	0.0
12	2.0	0.2
13	1.0	0.1
15	-1.0	0.8
28	0.5	0.0
37	-0.4	0.0

The results go on:
nr	structure	TEAD-YAP inh	MITF primary
41	COc1cccc(C(=O)Nc2cccc(-c3nc4ccccc4s3)c2C)c1	-3	-1
42	CCCCOc1ccccc1C(=O)NCCCC(=O)NN	4	19
43	Clc1cccc(Cl)c1CNc1ccc(CNc2ncn[nH]2)cc1	0	14
44	CC1Oc2ccc(C(F)(F)F)cc2N(Cc2ccccc2)C1=O (configuration not stated)	2	8
45	C[C@@H](O)[C@@H]1NC(=O)[C@H]2CN(Cc3cnn(-c4ccc(F)cc4)c3)CCN2C1=O	2	8
46	C=CCN1/C(=C/C(=C/c2sc3ccccc3[n+]2CC=C)CC)Sc2ccccc21	83*	52*
47	COc1ccc(S(=O)(=O)/N=C2\C=C(Cl)C(=O)C(Cl)=C2Cl)cc1	2	7
48	Cc1ccc(CS(=O)(=O)CCC(=O)NCCN(C)Cc2ccccc2)cc1	-3	14

nr	GPR151 activ	FBW7 act
41	1.6	-0.1
42	-0.4	0.2
43	-1.5	0.1
44	-0.2	0.1
45	-0.1	0.1
46	3.7	-0.3
47	0.6	-0.3
48	7.7*	0.2

Additional structures follow.
nr	structure	TEAD-YAP inh	MITF primary
49	COCC1=C(C(=O)OC)C(c2cccc(Cl)c2)C(C#N)=C(N)O1 (configuration not stated)	6	9
50	CCOc1ccccc1NC(=O)CN1CCN(CC(=O)Nc2ccc(F)cc2)CC1	-1	0
51	COc1ccc(C2CC(C(F)(F)F)n3nc(C(=O)NC(C)(C)CC(C)(C)C)cc3N2)cc1 (configuration not stated)	-7	-15
52	O=C(CN(C(=O)CNS(=O)(=O)c1ccc(F)cc1)C1CCCC1)NCc1ccco1	9	-1
53	O=C1C=C(Nc2ccc(I)cc2)CCC1	-5	-3
54	Cc1ccc(C)c(N2CCN(C(=O)C3CCC3)CC2)c1	15	6
55	CC1=C(C(=O)OC2CCCC2)C(c2ccc(F)cc2)C2=C(CC(c3cccs3)CC2=O)N1 (configuration not stated)	23	-6
56	Cc1cc2ccccc2n1CCNC(=O)c1ccc(F)c(F)c1	-6	-3

nr	GPR151 activ	FBW7 act
49	-0.9	0.1
50	0.3	-0.2
51	-1.4	-0.2
52	0.1	-0.1
53	-1.4	0.0
54	0.4	0.6
55	-0.2	0.3
56	-1.3	0.2

New compounds follow.
nr	structure	TEAD-YAP inh	MITF primary
57	Cc1ccc(C)c(S(=O)(=O)NCc2ccc(S(N)(=O)=O)cc2)c1	8	-14
58	O=C(CN1CCC(c2nc3ccccc3[nH]2)CC1)NCc1ccccc1	6	8
59	COc1ccc(C2CC(c3cccs3)=NN2C(=O)CSc2nnc(CNC(=O)COc3ccccc3)n2-c2cccc(Cl)c2)cc1 (configuration not stated)	9	2
60	CCn1c(=O)c(=O)[nH]c2cc(C(=O)NNC(=O)C(C)C)ccc21	-3	-4
61	COc1cccc(CC(C2CCN(Cc3ccoc3)CC2)N(C)C(=O)c2ccccn2)c1 (configuration not stated)	-1	1
62	CCCC(C)NC(=O)c1ccc(N(C)S(=O)(=O)c2ccccc2)cc1 (configuration not stated)	2	-4
63	COc1ccc(CCNc2nc(OC)nc(-c3ccc(OC)cc3)n2)cc1	-3	6
64	Cc1ccc(CNC(=O)c2ccc3c(c2)NC(=O)C(CS(=O)(=O)Cc2cccc(C)c2)N3)cc1 (configuration not stated)	-1	17

nr	GPR151 activ	FBW7 act
57	1.1	0.0
58	0.0	0.3
59	-0.6	0.1
60	0.3	-0.2
61	0.2	-0.1
62	-1.7	0.0
63	-1.3	0.0
64	2.2	1.2

More compounds:
nr	structure	TEAD-YAP inh	MITF primary
65	CCCNC(=O)c1ccc(N2CCC(Cc3ccccc3)CC2)c([N+](=O)[O-])c1	-7	10
66	CCOC(=O)Nc1ccc2c(c1)N(C(=O)N1CCN(C)CC1)c1ccccc1S2	7	7
67	CCCNc1ncnc2nc(Nc3cccc(N(C)C)c3)[nH]c12	-7	4
68	CNC(=O)c1ncccc1Nc1cc(Nc2ccc(C(=O)N(C)C)cc2OC)ncc1C(F)(F)F	-13	-4
69	CC(=O)N(c1ccc(Cl)cc1)S(=O)(=O)c1ccc(Cl)cc1	3	12
70	Cc1cccc(NCC(=O)N/N=C/c2cccc3ccccc23)c1	-6	-5
71	COc1ccc(OC)c(NC(=O)CCCOc2ccc(Cl)cc2)c1	0	3
72	Cc1cc(C(C)(C)C)c(O)c(C(C)(C)C)c1	11	-14

nr	GPR151 activ	FBW7 act
65	-0.4	0.0
66	-1.4	-0.2
67	-1.5	0.0
68	0.0	-0.1
69	2.4	0.0
70	1.0	0.1
71	0.0	-0.1
72	1.2	0.5

The list goes on.
nr	structure	TEAD-YAP inh	MITF primary
73	COc1cc(C2N(Cc3ccccc3)CCN2Cc2ccccc2)cc(OC)c1OC	-5	-2
74	CC1=NN(c2ccc(Br)cc2)C(=O)/C1=C\c1ccc(O)cc1	-14	19
75	O=C(O)c1ccc2c(c1)NC(=O)c1ccccc1S2(=O)=O	-4	-2
76	CCCCc1ccc(-c2nc(Nc3ccc(Oc4ccc5c(c4)C(=O)N(c4cccc(Cl)c4C)C5=O)cc3)c3ccccc3n2)cc1	18	-6
77	O=C(CC(NCCO)C(=O)O)Nc1ccc(Cl)cc1Cl (configuration not stated)	6	-1
78	O=C(Cc1ccc(SC(F)(F)F)cc1)NCc1cn(-c2ccncc2)nn1	-3	20
79	Fc1ccc(-n2cc(-c3ccccc3)c3c(NCc4ccccc4)ncnc32)cc1	-3	6
80	CCN(CC)c1ccc2cc(/C(C)=N/NC(N)=S)c(=O)oc2c1	-13	5

nr	GPR151 activ	FBW7 act
73	-1.5	0.1
74	-2.6	-0.4
75	-1.5	1.9*
76	-0.2	0.0
77	2.7	-0.2
78	-1.1	-0.3
79	-1.3	0.3
80	0.5	-0.4

Further results
nr	structure	TEAD-YAP inh	MITF primary
81	COC(=O)CSc1nnc(CNC(=O)c2ccccc2OC)n1-c1ccc(OC)cc1	8	14
82	CCc1ccc(NC(=O)Nc2nnc(N3CC(C)CC(C)C3)s2)cc1 (configuration not stated)	2	5
83	O=C(CCc1nnc(CCCCc2ccccc2)o1)NCCc1cccnc1	9	4
84	CC1CCN(C2CC(=O)N(c3ccc(Br)cc3)C2=O)CC1 (configuration not stated)	4	10
85	CCCC(=O)N1CCc2cc(-c3csc(NC(=O)CC(C)C)n3)ccc21	8	17
86	COc1cc(/C=C2\SC(=Nc3cccc(C(=O)O)c3)N(C)C2=O)ccc1O	-11	8
87	Cn1cccc(C(=O)Nc2ccc(CN3CCN(c4ccccn4)CC3)cc2)c1=O	46*	7
88	O=c1oc(-c2ccc(Oc3ccc([N+](=O)[O-])cc3)cc2)nc2ccccc12	6	3
89	CCCCCCC(c1c(C)n(C)n(-c2ccccc2)c1=O)c1c(C)n(C)n(-c2ccccc2)c1=O	-8	-4

nr	GPR151 activ	FBW7 act
81	0.5	0.2
82	-1.8	-0.1
83	-0.9	0.7
84	-0.8	0.0
85	1.8	0.3
86	-0.1	-0.1
87	-8.6	0.1
88	0.3	0.3
89	2.1	-0.1
